Assay outcomes (PubChem)
GLP-1R inv ag: acts as inverse agonist at human GLP-1 receptor; P43220; HEK293 GLP-1R CRE-luciferase, luminescence, 24 h; GLP-1R form is constitutively active; Potency, µM (series often up to 38.3 µM), without a hit: top-dose activity change, negative = inhibition, most hits filed as inhibitors; hit rate 1.6% among 410,000; AID 624417; also: potency is read from the fitted curve at half-maximal effect; % is scaled to controls: 0 for no effect and ±100 for the full control effect; nearly all actives have a fitted effect of over 55% in size
Target sequence (P43220 whole entry, looked up): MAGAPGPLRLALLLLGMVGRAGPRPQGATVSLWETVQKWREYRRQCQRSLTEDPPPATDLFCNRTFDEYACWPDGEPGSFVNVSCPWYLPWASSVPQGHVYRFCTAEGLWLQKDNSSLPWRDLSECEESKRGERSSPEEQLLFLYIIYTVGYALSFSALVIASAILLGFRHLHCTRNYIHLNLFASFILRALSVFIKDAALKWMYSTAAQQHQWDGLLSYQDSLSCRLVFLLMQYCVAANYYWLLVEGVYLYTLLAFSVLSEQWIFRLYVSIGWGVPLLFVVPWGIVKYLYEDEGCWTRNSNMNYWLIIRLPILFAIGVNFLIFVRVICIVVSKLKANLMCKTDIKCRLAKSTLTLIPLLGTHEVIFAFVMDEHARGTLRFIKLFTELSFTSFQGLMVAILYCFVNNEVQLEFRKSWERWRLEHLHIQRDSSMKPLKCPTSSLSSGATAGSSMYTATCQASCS
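Readout was luciferase luminescence, measured 12 min after detection reagent at room temperature. Beforehand, GLP-1R reporter HEK293 cells had sat 12 h, then received compounds for 24 hr at 37 deg C.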
FUS yeast rescue: rescues growth of FUS-expressing yeast; S. cerevisiae FUS-expressing, growth rescue, OD600, 24 h; AID 1347120; hit rate 0.24% among 390,000; Potency, µM (doses to about 76.6 µM), without a hit: at the top dose growth rescue (activation), actives largely listed as activators;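 also: potency is read from the fitted curve at half-maximal effect; plate controls were DMSO vehicle for no effect and reference control for full effect; nearly all actives have a fitted effect of over 55% in size; some results filed as inactive show a strong effect at the top dose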
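Yeast expressing FUS under galactose induction, OD 0.005 in 2% galactose medium; compounds in a dilution series, 24 h at 30C. Growth rescue by absorbance at 600 nm; CP55940 positive control, DMSO negative.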
MmCpn inh: blocks the Methanococcus maripaludis chaperonin Mm-Cpn | purified Mm-Cpn ATPase, ADP Transcreener TR-FRET | Potency, µM (doses to about 76.9 µM), for inactives: top-dose activity, negative = inhibition, actives largely listed as inhibitors | hit rate 0.031% among 330,000; also: potency is read from the fitted curve at half-maximal effect; % is scaled to controls: 0 for no effect and ±100 for the full control effect; nearly all actives have a fitted effect of over 80% in size
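Reaction buffer contained 30 mM Tris pH 7.4, 100 mM KCl, 5 mM MgCl2 and 1 mM DTT. Mm-CPN (25 nM final) hydrolysed 10 uM ATP over 30 min at 37°C; ADP was read by HTRF.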
pAkt inh: blocks phosphorylation of Akt | Neuro2A IGF-stimulated pAkt S473 HTRF, 20 min; stronger effect = lower value | activity change, % for hits at 50 µM | hit rate 0.32% among 360,000 | AID 651550; in the data active = activity change below about -80%; inconclusive = mostly about -51% to -80%; also: % is scaled to controls: 0 for no effect and ±100 for the full control effect
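Neuro2A cells in DMEM with 0.5% FBS, overnight at 37 deg C, given compound at single 50 µM final, then IGF (6 nM final) for 20 min at 37 deg C. Lysed; phospho-Akt Ser473 by HTRF after 24 h, 665/615 ratio.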
PTHR1 agonist: PTHR1 (human) receptor agonism. Potency, µM (highest dose often 115 µM), without a hit: at the top dose activation, hits mostly activators. HEK293 GP2 PTHR1 cells, GloSensor cAMP luminescence, 1 h. AID 743266. Q03431. hit rate 0.075% among 410,000; also: potency is read from the fitted curve at half-maximal effect; nearly all actives have a fitted effect of over 55% in size; some results filed as inactive show a strong effect at the top dose; inactives centre near -15; many of its hits are not listed in these tables
Target sequence (Q03431 whole entry, looked up): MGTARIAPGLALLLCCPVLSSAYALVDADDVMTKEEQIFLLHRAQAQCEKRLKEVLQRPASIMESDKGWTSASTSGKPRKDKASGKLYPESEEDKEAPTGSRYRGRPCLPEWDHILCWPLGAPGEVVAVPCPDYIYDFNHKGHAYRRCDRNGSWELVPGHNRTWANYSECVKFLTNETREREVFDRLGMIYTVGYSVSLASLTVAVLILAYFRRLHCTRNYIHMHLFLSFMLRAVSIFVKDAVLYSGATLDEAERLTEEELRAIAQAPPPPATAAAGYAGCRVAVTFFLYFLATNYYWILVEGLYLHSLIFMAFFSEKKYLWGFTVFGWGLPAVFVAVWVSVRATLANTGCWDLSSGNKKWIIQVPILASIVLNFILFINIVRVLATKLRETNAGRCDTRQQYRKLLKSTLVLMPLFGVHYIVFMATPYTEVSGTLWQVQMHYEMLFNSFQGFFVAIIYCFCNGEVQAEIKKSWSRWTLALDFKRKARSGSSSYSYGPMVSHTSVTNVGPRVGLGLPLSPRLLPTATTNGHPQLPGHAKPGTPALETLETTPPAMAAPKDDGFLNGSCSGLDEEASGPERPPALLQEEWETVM
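HEK-293-derived GP2 cells expressing PTHR1 and a GloSensor cAMP reporter, 3,000/well, plated overnight, given luciferin plus IBMX (each 0.5 mM as added) for 1 h at 37 °C, then compound for 1 h at 37 °C. Luminescence was read after 15 min at room temperature.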
TDP-43 yeast inh: TDP-43 toxicity inhibition in yeast. TDP-43 expressing yeast growth rescue, BacTiter-Glo, 24 h. Potency, µM (doses to about 46.1 µM), without a hit: top-dose growth rescue (activation), most hits filed as activators. hit rate 1.8% among 410,000. AID 652104; also: potency is read from the fitted curve at half-maximal effect; % of control where 0% means no effect; nearly all actives have a fitted effect of over 50% in size
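Luminescence from BacTiter-Glo reports growth of TDP-43-expressing yeast after 24 hr at 30 deg C with compound. Cells were raffinose-pregrown to mid-log, then seeded in galactose medium at OD600=0.02.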
Abeta yeast res: compounds reversing amyloid beta toxicity in yeast. AID 1347071. Potency, µM (titrated, usually from 46.1 µM), inactives show at the highest dose growth rescue, actives largely listed as activators. hit rate 0.063% among 410,000. yeast expressing A-beta42, growth rescue, OD600, 48 h; response scale: 0% DMSO, 100% iron-clioquinol control; also: potency is read from the fitted curve at half-maximal effect; nearly all actives have a fitted effect of over 55% in size
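Yeast A-beta toxicity model in growth medium with pinned compounds, 48 h at 30 C; growth read as absorbance at 600 nm. Normalized to FeCl3/clioquinol equimolar mix (positive) and DMSO (negative).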
aSyn yeast inh: rescues yeast growth from alpha-synuclein toxicity; Potency, µM (titrated, usually from 46.1 µM), inactives show at the highest dose growth rescue (activation), usual class: activators; AID 652106; Yeast expressing alpha-synuclein, growth rescue, BacTiter-Glo, 24 h; hit rate 0.14% among 370,000; also: potency is read from the fitted curve at half-maximal effect; % of control where 0% means no effect; nearly all actives have a fitted effect of over 65% in size
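Rescue of yeast growth: cells expressing toxic alpha-synuclein, induced in galactose at OD600 0.02, incubated with compound 24 h at 30 C. ATP luminescence quantified growth; inhibitors of toxicity appear as activators.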
GLP1R cytotox: cytotoxic in the GLP-1 receptor inverse agonist counter-screen. HEK293 cAMP-luciferase reporter cells, luminescence, 24 h. Potency, µM (highest dose often 38.3 µM), for the others: at the top dose activity change, negative = inhibition, most hits filed as inhibitors. hit rate 0.13% among 410,000. AID 624418;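 also: loss of luciferase light is scored as toxicity; potency is read from the fitted curve at half-maximal effect; % is scaled to controls: 0 for no effect and ±100 for the full control effect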
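MLSMR compounds, 24 hr on cells at 37 deg C/5% CO2; luminescence after luciferase reagent (12 min RT). Inhibition counted as the undesired cytotoxic outcome.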
* hit, by the source's call; i = inactive; ? = inconclusive; nt = not tested or not shown; [ ] = another dose, or the depositor's remark. Unless noted, calls follow the shape of the dose curve; as a rule, active = well fitted curve in the direction sought with a large enough effect; inconclusive = small, poorly fitted or top-dose-only effect, or another doubt; inactive = no such curve, though single readings can be large; an effect the other way counts as inactive or inconclusive. The list is partial; count on the stated rates, not on these rows.

SMILES	GLP-1R inv ag	FUS yeast rescue	MmCpn inh	pAkt inh	PTHR1 agonist	TDP-43 yeast inh	Abeta yeast res	aSyn yeast inh	GLP1R cytotox
CC(C)c1ccccc1NC(=S)NCCCn1ccnc1	6.7%	-40.5%	2.0%	i	-56.5%[inhibitor]	14.9%	3.5%	-0.5%	7.1%
CC(OC(=O)/C=C/c1ccc2ccccc2n1)C(=O)NCc1ccccc1 (stereo not given)	-26.1%	10.7%	-1.1%	i	-36.2%[inhibitor]	20.0%	2.0%	4.9%	-28.9%
Cc1nn(-c2ccccc2)c(N)c1N=Nc1cccc(S(=O)(=O)N2CCOCC2)c1	19.1%	35.4%	-4.3%	i	-15.3%	20.5%	-12.9%	-2.8%	-2.4%
CCOC(=O)Cn1c(=O)oc2cc(S(=O)(=O)NC(C)(C)CC)ccc21	3.8%	-13.8%	-2.2%	i	i	-1.5%	-12.5%	-1.2%	-1.0%
C/C(=N\NC(=O)c1ccn(C)n1)c1ccco1	-10.3%	14.0%	0.7%	i	-25.9%	-9.6%	-5.3%	-4.4%	0.9%
COc1cc(-c2nnc(COC(=O)CSc3cc(C)c4ccccc4n3)o2)cc(OC)c1OC	6.7%	27.2%	0.2%	i	i	?	14.6%	1.7%	-15.7%
COc1ccc(C(=O)N/N=C\c2ccc(OC)c(COc3ccccc3Br)c2)c(OC)c1	?	40.3%	-7.1%	i	i	11.2%	-5.8%	6.8%	-12.5%
CC(C)c1ccc(NC(=S)NN2C(C)CCCC2C)cc1 (stereo not given)	?	4.0%	2.7%	i	-20.5%	6.7%	?	-5.9%	?
COc1ccc(NC(C)=O)cc1S(=O)(=O)N1CCn2cccc2C1C (stereo not given)	-11.6%	?	0.8%	i	-5.8%	-3.9%	9.9%	-3.1%	-4.4%
O=C(Nc1cccc(NC(=O)c2cccc([N+](=O)[O-])c2)n1)c1cccc([N+](=O)[O-])c1	-2.8%	-2.3%	-2.2%	i	-10.4%	16.9%	-1.8%	0.6%	-5.2%
O=C(NCCN1CCOCC1)/C(=C\c1ccccc1Cl)NC(=O)c1ccccc1	-13.3%	-9.9%	-0.2%	i	14.8%	-27.9%	-3.3%	-6.9%	-5.3%
CCCCCCSc1ccc([C@H]2N[C@@](C)(C(=O)OC)[C@H]3C(=O)N(C)C(=O)[C@@H]23)cc1	?	12.6µM*	-7.0%	i	-32.3%[inhibitor]	?	18.0%	?	-0.2%
COCCCn1cnc2oc3nc4ccccc4nc3c2c1=O	?	20.3%	-0.8%	i	-21.5%[57.5 µM]	14.5%	26.4%	10.2%	-1.0%
CC(C)(C)N1C(=O)c2ccccc2NC(=O)C1C(=O)NCCc1ccccc1 (stereo not given)	25.3%	9.5%	nt	i	-20.0%	0.0%	-0.5%	29.0%	1.4%
Cc1ccc(C2(C)NC(=O)N(CC(=O)Nc3ccc(-c4nc5ccc(C)cc5s4)cc3)C2=O)cc1 (stereo not given)	?	33.4%	-11.4%	i	-26.6%	5.0%	25.3%	10.3%	-25.9%
N/C(=N\OC(=O)COc1ccc(Cl)cc1Cl)c1ccccn1	?	-17.0%	0.8%	i	-46.7%	3.2%	-16.5%	1.0%	12.1%
COc1cccc(/C=C2\N=C(SC)SC2=O)c1OC	0.0%	4.2%	2.5%	i	-7.0%	28.2%	-8.8%	-7.0%	-5.4%
CC(C)(C)OC(=O)CC[C@@H](C(=O)N1CCN(C(=O)OC(C)(C)C)CC1)n1cc(C(CO)NC(=O)OC(C)(C)C)nn1 (stereo not given in full)	2.4%	15.9%	nt	i	-18.7%	-6.3%	-7.3%	-2.3%	0.2%
Cc1ccccc1OCC(=O)NCCC1=CCCCC1	?	0.7%	1.2%	i	-8.2%	?	-13.0%	4.6%	9.2%
O=C(O)c1ccc(S(=O)(=O)NCc2cccnc2)cc1	5.5%	-0.1%	-1.1%	i	-6.9%	6.4%	-2.8%	5.1%	6.1%
O=C(COC(=O)c1cc[n+]([O-])cc1)Nc1ccc2c(c1)OCCO2	21.9%	33.1%	-0.3%	i	-11.0%[57.5 µM]	-3.5%	-2.2%	-9.1%	20.9%
COc1ccc(C(=O)NCCOc2cccc(OC)c2)cc1	9.4%	-32.8%	1.1%	i	i	?	4.2%	2.7%	-27.2%
COc1ccc(C(=O)NN/C(C)=C/C(=O)c2ccccc2)cc1	?	10.0%	-0.4%	i	i	3.8%	1.5%	2.8%	-33.8%
C(=N\Nc1nc(N2CCCCC2)nc(N2CCCCC2)n1)/c1c[nH]c2ccccc12	?	4.4%	1.7%	i	i	-10.2%	-20.7%	-1.2%	-21.1%
COc1ccccc1-c1nc(SCC(=O)NCc2ccccc2)c2c(=O)n(C)c(=O)n(C)c2n1	15.3%	-12.8%	nt	nt	i	?	-6.2%	nt	0.3%

Some values from the results shown:
Under GLP-1R inv ag, `COc1ccccc1-c1nc(SCC(=O)NCc2ccccc2)c2c(=O)n(C)c(=O)n(C)c2n1` has the entry 15.3%
Under Abeta yeast res, `Cc1nn(-c2ccccc2)c(N)c1N=Nc1cccc(S(=O)(=O)N2CCOCC2)c1` has the entry -12.9%

Next records
SMILES	GLP-1R inv ag	FUS yeast rescue	MmCpn inh	pAkt inh	PTHR1 agonist	TDP-43 yeast inh	Abeta yeast res	aSyn yeast inh	GLP1R cytotox
COc1ccccc1NC(=O)NCc1ccco1	-14.1%	18.2%	0.1%	i	?	-1.8%	-13.3%	-6.1%	-4.9%
CCOC(=O)c1cccc(NC(=O)c2cn(-c3cccc(OC)c3)c(=O)c3ccccc23)c1	12.6%	-30.8%	nt	nt	-17.5%	17.1%	3.3%	nt	-0.2%
COc1nc(-c2ccccc2Cl)ccc1C#N	3.4%	8.6%	-3.3%	i	-6.8%	22.6%	15.7%	5.1%	-0.8%
COC(=O)C1=CN(c2cc(C)cc(C)c2)C=C(C(=O)OC)C1c1cccc(F)c1	?	11.6%	-0.4%	i	-1.7%	-10.3%	-1.1%	0.5%	-13.7%
Cc1ccc(OC(=O)N2CCOCC2)cc1	2.8%	-2.1%	-1.9%	i	-16.9%	9.5%	?	-7.0%	3.2%
COCCCNC(=O)Cn1c(=O)n(-c2ccc(C)c(C)c2)c(=O)c2c3c(sc21)CCCCC3	28.3%	13.7%	nt	nt	-18.1%	18.5%	2.8%	nt	-4.2%
CCCCC(=O)Nc1ccc(C(=O)N(CC)c2ccccc2C)cc1	?	27.6%	-1.0%	i	3.6%	-13.5%	-11.0%	-3.5%	2.3%
COc1ccc([C@H]2[C@@H]3C=CCC[C@@]3(C)C(=O)N2Cc2ccccc2)cc1Cl	?	?	1.0%	i	-2.8%	-3.6%	0.0%	-2.5%	1.2%
Brc1ccc2ncnc(NCc3ccccc3)c2c1	1.41µM*	-13.6%	-6.3%	i	-8.8%	-1.0%	1.8%	-9.3%	-11.1%
Cc1ccc(NC(=O)C(Cc2ccccc2)N2C(=O)C3C4CCC(C4)C3C2=O)cc1Cl (stereo not given)	?	24.3%	-27.7%	i	-12.3%[57.5 µM]	8.9%	?	0.7%	-1.2%
CN(C)CCNC(=O)C1CCN(c2ncnc3c2nc2n3CCCCC2)CC1	2.7%	12.2%	nt	nt	?	13.0%	-13.4%	nt	2.6%
CCOc1ccc(NC(=O)CN2C(=O)CSC2=O)cc1	2.6%	17.8%	-1.3%	i	-28.0%	-2.0%[9.22 µM]	-6.8%	4.7%	-6.8%
Cc1ccc2c(CN3CCCc4ccccc43)cc(=O)oc2c1C	?	25.7%	-1.0%	?	-9.2%[57.5 µM]	-5.3%	20.4%	-9.3%	-20.5%
CCOc1ccc(CCNC(=O)COC(=O)c2cccnc2OCC)cc1OCC	52.6%[activator]	20.1%	-0.4%	i	-16.4%[57.5 µM]	-6.7%	-4.6%	3.1%	-10.9%
CCc1ccc(-n2c(-c3ccccc3)c(C)n3c4c(=O)n(C)c(=O)n(C)c4nc23)cc1	2.9%	-9.4%	nt	nt	-16.7%	-3.1%	-9.5%	0.8%	1.2%
COC(=O)c1ccc(NC(=O)COC(=O)CSc2nc(C)cc(C)n2)cc1	-14.7%	1.4%	1.1%	i	i	-3.6%	19.9%	6.3%	-27.3%
Cc1c(NC(=O)c2cc(-c3cccs3)on2)c(=O)n(-c2ccccc2)n1C	3.6%	-13.7%	0.2%	-82.7%*	-14.7%	-25.3%	-9.2%	-6.2%	6.5%
Clc1cccc(CN2CCN(Cc3nc(CCc4ccccc4)no3)CC2)c1	?	-0.9%	0.0%	i	-18.8%	4.1%	3.3%	3.2%	2.0%
Cn1nc(C(=O)Nc2sc3c(c2C#N)CCCC3)ccc1=O	-0.3%	14.0%	-0.6%	i	44.7µM*	-11.1%	-6.2%	0.5%	4.9%

No new results follow: entries from further up.
SMILES	GLP-1R inv ag	FUS yeast rescue	MmCpn inh	pAkt inh	PTHR1 agonist	TDP-43 yeast inh	Abeta yeast res	aSyn yeast inh	GLP1R cytotox
Cc1ccc(OC(=O)N2CCOCC2)cc1	2.8%	-2.1%	-1.9%	i	-16.9%	9.5%	?	-7.0%	3.2%
COCCCNC(=O)Cn1c(=O)n(-c2ccc(C)c(C)c2)c(=O)c2c3c(sc21)CCCCC3	28.3%	13.7%	nt	nt	-18.1%	18.5%	2.8%	nt	-4.2%
